HUVEC prolif 384 – inhibitors of HUVEC proliferation, primary screen, cell-based, 384-well; CellTiter-Glo luminescence, 72 h; stronger effect = lower value; viability, % at 10 µM (by protocol); 1.1% of 86,000 active; AID 648, 2007;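 active means viability at or below 30%; inactive means viability above 30%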;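 further: 100% = median luminescence of DMSO-only cell control wells on each plate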
S1P2 ag – S1P2 receptor agonists, primary screen, cell-based; Sphingosine 1-phosphate receptor 2 (Homo sapiens), O95136; S1P2-expressing cell line, agonist reporter read-out; activation, % at 4.5 µM; 0.46% of 97,000 active; AID 729, 2007; in the data active means activation above about 16%;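 further: 0% = vehicle low control and 100% = maximal reference agonist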
Target sequence (O95136 whole entry, looked up): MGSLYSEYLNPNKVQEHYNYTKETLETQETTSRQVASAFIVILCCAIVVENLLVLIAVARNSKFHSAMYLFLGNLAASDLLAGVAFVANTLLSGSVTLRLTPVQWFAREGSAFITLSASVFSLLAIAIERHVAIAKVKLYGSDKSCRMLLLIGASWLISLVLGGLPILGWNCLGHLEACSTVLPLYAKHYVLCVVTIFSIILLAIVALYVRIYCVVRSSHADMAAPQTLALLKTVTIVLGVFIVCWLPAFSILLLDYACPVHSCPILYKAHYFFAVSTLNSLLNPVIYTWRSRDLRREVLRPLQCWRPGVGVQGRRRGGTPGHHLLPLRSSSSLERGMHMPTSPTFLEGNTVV
sEH activator – soluble epoxide hydrolase activators, primary screen, biochemical, human sEH; purified human sEH enzymatic activity, activator screen; activation, % at 2 µM; 0.04% of 91,000 active; in the data active means activation above about 37%; further: values of inactives mirror those of a sister screen read the other way
Target sequence (P34913 whole entry, looked up): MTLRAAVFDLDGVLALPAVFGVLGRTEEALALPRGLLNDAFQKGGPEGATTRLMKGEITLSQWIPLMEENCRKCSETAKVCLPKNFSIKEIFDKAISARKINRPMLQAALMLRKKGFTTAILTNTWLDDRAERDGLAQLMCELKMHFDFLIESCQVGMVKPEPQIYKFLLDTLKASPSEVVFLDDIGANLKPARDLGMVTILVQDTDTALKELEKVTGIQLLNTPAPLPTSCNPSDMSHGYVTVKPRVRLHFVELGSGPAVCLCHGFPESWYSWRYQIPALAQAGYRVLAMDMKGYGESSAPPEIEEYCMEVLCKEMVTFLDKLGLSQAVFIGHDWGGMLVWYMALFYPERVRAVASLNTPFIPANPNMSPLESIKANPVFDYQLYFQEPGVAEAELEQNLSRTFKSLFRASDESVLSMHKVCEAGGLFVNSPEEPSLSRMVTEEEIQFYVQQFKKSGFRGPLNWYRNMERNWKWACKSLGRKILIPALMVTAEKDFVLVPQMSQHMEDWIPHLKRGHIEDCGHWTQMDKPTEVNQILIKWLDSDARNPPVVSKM
sEH inh – soluble epoxide hydrolase inhibitors, primary screen, biochemical, human sEH; recombinant human sEH enzymatic activity assay; inhibition, % at 2 µM; Bifunctional epoxide hydrolase 2 (Homo sapiens), P34913; 0.34% of 91,000 active; in the data active means inhibition above about 80%; further: values of inactives mirror those of a sister screen read the other way; many of its hits are not listed in these tables
Lung fibro prol – antiproliferative effect on LL 47 fibroblasts – human, LL 47 cells, CellTiter-Glo luminescence, primary screen. 1.1% of 85,000 active. viability, % at 10 µM. AID 719, 2007. LL 47 human lung fibroblast viability, ATP luminescence; stronger effect = lower value;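 active means viability at or below 50% in the single dose screen; inactive means viability above 50%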;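 further: compound exposure lasted 72 h before the ATP readout; 100% = median luminescence of untreated cell-only wells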
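material = human LL 47 lung fibroblast cells | dosing = compounds added from tenfold dosing solution, 0.1% DMSO final | timing = overnight cell rest, 72 h compound treatment at 37 °C | measured by = CellTiter-Glo luminescence measuring cellular ATP | evaluation = % viability versus median cells-only luminescence | control set = cell-only wells, no compound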
H69AR inhibit – proliferation blockers of H69AR lung cancer cells, primary screen, cell-based, human, 86K library; 6% of 85,000 active; H69AR lung tumor viability, ATP luminescence, 72 h; stronger effect = lower value; viability, % at 10 µM;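 active means viability at or below 40%; inactive means viability above 40%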;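 further: multidrug resistant small cell line overexpressing MRP-1 efflux transporter; 100% = mean luminescence of untreated control wells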
PostGolgi ctrl – growth inhibition of yeast control strain, primary screen, counter-screen for post-Golgi transport modulator project. efflux-deficient yeast background strain, growth absorbance A615, 16 h. inhibition, % at 10 µM. 5% of 98,000 active. AID 738, 2007; in the data active means inhibition above about 30%
LYP act – LYP phosphatase activators, primary screen, biochemical, DiFMUP fluorescence, 2 µM; Tyrosine-protein phosphatase non-receptor type 22 (Homo sapiens), Q9Y2R2; AID 697, 2007; activation, % at 2 µM; recombinant LYP; 0 = plate median, 100 = signal doubled; 0.11% of 96,000 active;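 active means activation at 2 µM above a set limit, the mean plus 5 SD, cut at about 37% in these data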
S1P2 antag – human S1P2 receptor antagonists, primary screen, cell-based | Sphingosine 1-phosphate receptor 2 (Homo sapiens), O95136 | cell-based S1P2 antagonist assay, inhibition at 5 uM | inhibition, % at 5 µM | 0.21% of 97,000 active | AID 736, 2007; in the data active means inhibition above about 45%;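 further: CRE beta-lactamase reporter cells expressing human S1P2 stimulated with S1P; 0% = agonist at EC80 alone and 100% = agonist plus reference antagonist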
The depositor's hits bear a star; nt = no result given. This is a subset, so the mix of outcomes need not match the whole.

Sequence of screens: HUVEC prolif 384	S1P2 ag	sEH activator	sEH inh	Lung fibro prol	H69AR inhibit	PostGolgi ctrl	LYP act	S1P2 antag
N#CCc1ccc(C(=O)c2ccccc2F)s1
 : nt	0	-4	6	nt	nt	6	6	-11
Cc1cc(NC(=O)C2CC(c3ccc(Cl)cc3)=NO2)no1 (configuration not stated)
 : 101	-7	-6	5	97	103	0	11	14
COc1ccccc1NC(=O)CCc1nc(-c2cccs2)no1
 : 92	-4	2	-2	100	98	6	11	-14
CN(C)c1ccc(CN(C(=O)COc2ccc(Br)cc2)C2CCS(=O)(=O)C2)cc1 (configuration not stated)
 : 83	-6	6	-8	97	92	5	4	8
Cc1cccc(OCc2nnc(SCc3nc4cc(C(F)(F)F)ccc4c(=O)[nH]3)o2)c1
 : 81	-4	-2	1	91	74	3	-2	11
CCCC(=O)c1ccc(N2CCN(C(=O)c3ccc(Br)cc3)CC2)c(F)c1
 : nt	-8	-6	5	nt	nt	0	-12	12
C/C(=C\C(=O)c1ccccc1)Nc1ccc(Cl)c(Br)c1
 : nt	-6	-14	13	nt	nt	nt	-2	12
CC1CC(C)CN(CCCNC(=O)Cn2ncc3c(=O)oc4ccccc4c32)C1 (configuration not stated)
 : 96	-2	nt	nt	97	88	3	-7	-3
O=C(Nc1cc(=O)[nH]c2ncnn12)c1ccc(Cl)cc1Cl
 : nt	-7	-5	6	nt	nt	2	-4	23
COc1ccc(NC(=O)CSc2nc3ccccc3c(=O)n2CCNC(C)=O)c(OC)c1
 : 87	-6	5	-4	94	93	22	6	-16
COCc1cc(C)nc(NCCc2ccccc2)c1C#N
 : 79	3	5	-3	96	98	10	10	2
Cn1cnc2nc3n(c2c1=O)CCC3
 : 87	-1	-5	6	105	94	3	-2	-22
CCn1c(SCC(=O)Nc2ccccc2OC)nc2ccccc2c1=O
 : 90	3	24	-21	110	86	26	0	-35
COc1ccc(OC)c(NC(=O)CSc2nc3cccnc3n2C)c1
 : 92	2	-6	6	91	64	5	5	-18
CCCCC(=O)Nc1cccc(-c2cn3ccsc3n2)c1
 : nt	1	-8	10	nt	nt	3	-10	-20
Cn1cccc1/C=C1\SC(=O)N(CC(=O)Nc2ccc(Cl)cc2)C1=O
 : nt	-2	4	-4	nt	nt	3	4	3
CC(c1ccccc1)C1C(C#N)=C(N)OC2=C1C(=O)CC(C)(C)C2 (configuration not stated)
 : 93	-8	-22	22	108	42	14	-6	15
CCOc1cc(C2Nc3cccc4cccc(c34)N2)ccc1O
 : 61	-5	7	-10	98	36*	6	-8	-15
Cn1c(=O)n(C)c2cc(/C=N/n3cnnc3)ccc21
 : 81	-10	nt	nt	91	95	14	-8	4
Cc1ccc(-n2c(SCC(=O)NCc3ccco3)nnc2-c2cccnc2)c(C)c1
 : nt	-8	0	1	nt	nt	4	0	3
O=C(CSc1ncnc2sc3c(c12)CCCC3)c1ccccc1
 : 91	-5	-13	13	89	89	nt	-6	6
COc1ccc2c(c1)C(C)CC(C)(C)N2C(=O)CSc1nc2ccccc2s1 (configuration not stated)
 : nt	-7	nt	nt	nt	nt	17	1	10
Cc1nc(CC(=O)N2CCN(S(=O)(=O)c3ccccc3C#N)CC2)cs1
 : 104	-7	2	0	106	98	11	0	9
O=S(=O)(Nc1cccc2c1ccc1cccn12)c1cccs1
 : 83	-4	3	-4	92	110	-3	7	4
Cc1ccc(N(Cc2ccc([N+](=O)[O-])cc2)C(=O)c2ccco2)cc1
 : nt	2	16	-13	nt	nt	35*	6	-3
CCCCn1nc2cc(C(=O)NCc3ccc(C(F)(F)F)cc3C(F)(F)F)ccc2c1OCC
 : nt	-5	-14	17	nt	nt	-9	1	4
O=C(Nc1cc(C(F)(F)F)ccc1F)C1CCCCC1
 : 102	-6	-30	30	101	98	-2	0	3
Cc1cccc(N2CCN(C(=O)CS(=O)(=O)Cc3nc(-c4ccccc4F)oc3C)CC2C)c1 (configuration not stated)
 : 77	nt	nt	nt	102	73	20	nt	nt
CC(NC(=O)NCc1cccnc1)(C(F)(F)F)C(F)(F)F
 : 84	-8	3	-3	96	93	11	-10	18
CSc1nnc(Cn2c(=O)sc3ccccc32)n1C
 : 111	nt	nt	nt	100	97	4	nt	nt

Some of the entries so far, as labelled records:
CCOc1cc(C2Nc3cccc4cccc(c34)N2)ccc1O
  HUVEC prolif 384 = 61 | S1P2 ag = -5 | sEH activator = 7 | sEH inh = -10 | Lung fibro prol = 98 | H69AR inhibit = 36* | PostGolgi ctrl = 6 | LYP act = -8 | S1P2 antag = -15
Cn1c(=O)n(C)c2cc(/C=N/n3cnnc3)ccc21
  HUVEC prolif 384 = 81 | S1P2 ag = -10 | sEH activator = nt | sEH inh = nt | Lung fibro prol = 91 | H69AR inhibit = 95 | PostGolgi ctrl = 14 | LYP act = -8 | S1P2 antag = 4
Cc1ccc(-n2c(SCC(=O)NCc3ccco3)nnc2-c2cccnc2)c(C)c1
  HUVEC prolif 384 = nt | S1P2 ag = -8 | sEH activator = 0 | sEH inh = 1 | Lung fibro prol = nt | H69AR inhibit = nt | PostGolgi ctrl = 4 | LYP act = 0 | S1P2 antag = 3

(more compounds)
Sequence of screens: HUVEC prolif 384	S1P2 ag	sEH activator	sEH inh	Lung fibro prol	H69AR inhibit	PostGolgi ctrl	LYP act	S1P2 antag
Cc1ccccc1NC1C=CS(=O)(=O)C1 (configuration not stated)
 : 88	-4	11	-12	95	71	0	4	8
COc1ccc(NS(=O)(=O)c2ccc(OCC(=O)N3CCCC3)cc2)cc1
 : 97	-5	1	0	98	110	1	-5	-13
O=C(CN1C(=O)c2ccccc2C1=O)NCC1COc2ccccc2O1 (configuration not stated)
 : 98	-5	-18	18	96	92	-4	-2	-14
CC(C)Cn1nnc2c(=O)oc3ccccc3c21
 : nt	-4	4	-1	nt	nt	-2	3	15
Cc1ccc(S(=O)(=O)N2CCC(C(=O)N[C@H](C(=O)NCc3ccco3)C(C)C)CC2)cc1
 : 109	-6	-4	5	102	123	9	4	0
COCCNC(=O)C(c1ccc(C)o1)N(Cc1ccco1)C(=O)c1snc(C(N)=O)c1N (configuration not stated)
 : 98	-7	8	-8	98	97	nt	-8	-6
CC(c1ccccc1F)n1cc(C(=O)NCCCn2ccnc2)nn1 (configuration not stated)
 : 103	-4	10	-6	100	92	nt	-4	0
COC(=O)c1cc(Br)c(=O)n(CC(C)C)c1
 : 105	1	13	-12	104	106	-3	1	3
CCC(C)(C)n1nnnc1C(c1ccccc1OC)N1CCSCC1 (configuration not stated)
 : 109	-4	-7	9	92	96	18	5	-10
C/C(=N\NC(N)=S)C12CC3CC(CC(C3)C1)C2
 : 83	-9	8	-9	83	40	18	5	4
COc1ccc(OC)c(S(=O)(=O)Nc2cnc3ccccc3c2)c1
 : 79	-6	-4	3	87	76	3	-11	26
O=c1[nH]c(N2CCN(c3ccccc3)CC2)nc2c1CCC2
 : 85	-7	0	-2	100	96	15	-9	-12
COc1ccc(-c2cc3nc(C)c(CCC(=O)NCc4ccco4)c(C)n3n2)c(OC)c1
 : 93	-1	-10	9	101	83	7	-13	-11
CCn1c(/C=C/N(C)c2ccccc2)[n+](CC)c2ccc(Cl)cc21
 : nt	-4	8	-7	nt	nt	0	-2	16
COc1ccc(N2CCN(Cc3nc4c(c(=O)n(C)c(=O)n4C)n3C(C)C(C)=O)CC2)cc1 (configuration not stated)
 : 97	-6	-6	10	98	107	-1	-6	0
Cc1ccc(S(=O)(=O)Nc2nc3ccc(S(C)(=O)=O)cc3s2)cc1
 : 105	-9	-4	5	101	95	2	0	13
CCOC(=O)c1c(NC(=O)CSc2nnnn2-c2ccc3c(c2)OCO3)sc(C)c1C
 : 84	-4	14	-13	92	60	19	-17	20
O=C(NCc1ccccc1)c1ccc2c(=O)n(CCCN3CCCC3=O)c(=S)[nH]c2c1
 : 95	-1	-71	71	98	71	-1	-4	-14
CCCCn1c(SCC(=O)N2CCOCC2)nnc1-c1ccoc1C
 : 104	-4	14	-15	100	102	nt	13	-1
CCOCCCNC(=O)c1c[nH]c2ccc(S(=O)(=O)Nc3cccc(OC)c3)cc2c1=O
 : 83	-5	-4	8	94	100	0	1	4
COc1ccc(N2CSC3=C(C#N)C(c4cc(OC)ccc4OC)CC(=O)N3C2)c(OC)c1 (configuration not stated)
 : 98	-1	-15	17	113	71	-2	-1	-29
Cc1nc(NCCCN2CCOCC2)c2oc3ccccc3c2n1
 : 99	-5	22	-22	101	94	10	-3	-4
Nc1c(-c2ccccc2)cnn1-c1cccc(C(F)(F)F)c1
 : nt	-3	-4	5	nt	nt	-1	-4	10
C/C=C/CSc1nc2c(c(=O)[nH]c(=O)n2C)n1Cc1ccc(C)cc1
 : 81	0	0	-1	94	18*	20	4	-28
CCC(CC)C(=O)NCCc1ccc(OC)c(OC)c1
 : 100	2	-6	7	104	103	2	3	-7
Cc1ccc(NC(=O)CCNS(=O)(=O)c2ccc3c(c2)oc(=O)n3C)c(C)c1
 : 102	-7	nt	nt	100	92	2	-11	18
CCOc1ccc(NC(=O)CSc2nc(C)cc(C)n2)cc1
 : 99	-5	-13	17	104	90	nt	-2	-15
COC(=O)CSc1nnc(CNS(=O)(=O)c2ccc(Cl)cc2)n1C
 : 84	-2	-18	17	101	117	-4	-5	-6
C/C(N)=C(/C#N)C(=O)CSc1nnnn1-c1ccccc1
 : 87	-3	10	-9	89	85	6	3	1
Cc1ccc(-c2cc(C(F)(F)F)c(C#N)c(SCCC#N)n2)o1
 : 93	17*	30	-22	101	69	-2	1	-27

(cont.)
Sequence of screens: HUVEC prolif 384	S1P2 ag	sEH activator	sEH inh	Lung fibro prol	H69AR inhibit	PostGolgi ctrl	LYP act	S1P2 antag
Cc1onc(-c2ccccc2Cl)c1-c1nc(-c2ccccn2)no1
 : 91	-6	-9	8	86	82	18	-8	16
CCOC(=O)N1CCN(C(=O)c2ccccc2NC(=O)c2ccc(OC)cc2)CC1
 : 91	-1	-2	5	95	84	1	-6	4
COC(=O)c1ccc(COc2cc(O)c3c(c2)OC(C)(C)CC3=O)cc1
 : 106	-8	0	2	100	108	12	2	-15
CC(=O)Nc1ccc(C(=O)CSc2nnc(C)o2)cc1
 : 99	nt	nt	nt	90	97	3	nt	nt
CC1CCN(C(=O)COC(=O)c2cc3ccccc3cc2O)CC1
 : 83	-6	0	-2	99	69	8	9	13

Screening data (PubChem)
